Source: PubChem BioAssay
Epigenetic mod: epigenetic GFP locus derepression in mouse cells; mouse C127i GFP locus derepression, cytometry, 30 h; Potency, µM (highest dose often 46.1 µM), for the others: top-dose GFP derepression (activation); 68,000 tested, 0.09% active; further: % of control where 0% means no effect
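Murine C127i mammary cells carrying a silenced, stably integrated CMV-driven GFP reporter were treated with compound for 30 hours at 37 C. After PBS washes, GFP-positive cells were counted by laser-scanning microplate cytometry.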
UbGFP stabilizer: proteasome inhibitors stabilizing ubiquitin-GFP reporter; Potency, µM (top dose mostly 45.9 µM), without a hit: at the highest dose activation (GFP accumulation), actives largely listed as activators; 67,000 tested, under 10 active; Ubiquitin-GFP reporter cells, proteasome inhibition, GFP fluorescence; response scale: untreated = 0%, 10 µM MG-132 = 100%; active means well fitted activation curve with a large enough effect, not every such curve was filed as active; inconclusive means small, poorly fitted or top-dose-only effect, or another doubt; inactive means no such curve, though single readings can be large or run the other way; further: potency means the concentration at half of the fitted maximal effect
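U2OS Ub(G76V)-GFP reporter; O/N plating, 0.5% FBS; cpd 46 uM–2.9 nM, 4 h, 37 °C; GFP+ cell count, 488/515 nm; norm. to basal vs 10 uM MG-132; CRC fit.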
4-MU autofl: compound fluoresces in the 4-MU spectral region; compound autofluorescence, 340/450 nm, 4-MU equivalents; stronger effect = higher value; max dye-equivalent concentration, M; 59,000 tested, 11% active; in the data active means max dye-equivalent concentration above about 10 nM; inconclusive means mostly about 1.1 nM to 9.6 nM
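Compounds in 100 mM Tris, pH 8.0, sat 15 min at room temperature before fluorescence was read at 340 nm excitation/450 nm emission; a per-plate six-point 4-MU standard curve converted signals to dye-equivalent concentration at each compound concentration.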
HBB splice mod: hemoglobin beta splicing modulation | Potency, µM (titrated, usually from 46.1 µM), for the others: at the top dose activation, actives largely listed as activators | AID 925 | 65,000 tested, 0.06% active | HBB splicing reporter cell assay, activation; EGFP reporter with mutant IVS2-654 intron; response scale: normalised to 500 nM splice-correcting PNA; further: potency means the concentration at half of the fitted maximal effect; 0% is about no effect
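Compounds were applied for 2 days to HeLa EGFP-654 cells, 500/well in Optimem with 2% FCS. The reporter's EGFP is disrupted by mis-splicing of beta-globin intron IVS2-654. Readout: summed well GFP fluorescence from 488 nm laser scanning; reference was 500 nM antisense […] 654 PNA.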
Hsp90 Hop PPI: changes Hsp90-Hop TPR2A binding signal, up or down; 71,000 tested, 0.44% active; Potency, µM (series often up to 57 µM), without a hit: top-dose activity change, negative = inhibition; AlphaScreen TPR2A-His6 binding biotin-Hsp90 C-terminal peptide; active means well fitted curve in either direction with a large enough effect; inconclusive means small, poorly fitted or top-dose-only effect, or another doubt; further: potency means the concentration at half of the fitted maximal effect; on the % scale 0 is the no-effect control and ±100 the full control effect; many of its hits are not listed in these tables
Fluorescein fluor: compound fluoresces in the fluorescein spectral region; Compound autofluorescence, 480/540 nm, fluorescein-equivalent; stronger effect = higher value; max fluorescein-equivalent concentration, M; 59,000 tested, 0.91% active; in the data active means max fluorescein-equivalent concentration above about 10 nM; inconclusive means between about 1.1 nM and that limit
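Each compound is tested across a concentration series in 100 mM Tris buffer at pH 8.0. After 15 min at room temperature, plates are imaged with 480 nm excitation and 540 nm emission filters, and intensities are converted to fluorescein-equivalent values.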
Rhodamine autofl: rhodamine region autofluorescence; Rhodamine-region fluorescence, 547/598 nm, Tris buffer; stronger effect = higher value; 59,000 tested, 0.05% active; max dye-equivalent concentration, M; in the data active means max dye-equivalent concentration above about 11 nM; inconclusive means between about 1.1 nM and that limit
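Compounds in 100 mM Tris buffer, pH 8.0, were incubated 15 min at room temperature, then read at 547 nm excitation and 598 nm emission. Fluorescence was normalized against a per-plate six-point rhodamine standard curve as dye-equivalent concentration.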
TexasRed autofl: compound fluoresces in the Texas Red spectral region. Compound fluorescence, Texas Red channel, 547/618 nm; stronger effect = higher value. max dye-equivalent concentration, M. 59,000 tested, 0.06% active. AID 587; in the data active means max dye-equivalent concentration above about 10 nM; inconclusive means between about 1.1 nM and that limit
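Compound fluorescence was read after 15 min at room temperature in 100 mM Tris, pH 8.0, using 547 nm excitation and 618 nm emission across a concentration series. It was expressed as Texas Red dye-equivalent concentration from an on-plate standard curve.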
HADH2 inh: HADH2 (human) dehydrogenase inhibition; recombinant HADH2, NADH fluorescence, beta-hydroxybutyryl-CoA; Potency, µM (top dose mostly 57.1 µM), for the others: at the highest dose activity change, negative = inhibition, most hits filed as inhibitors; 73,000 tested, 3.4% active; further: potency means the concentration at half of the fitted maximal effect; on the % scale 0 is the no-effect control and ±100 the full control effect; nearly all actives have a fitted effect of over 60% in size; many of its hits are not listed in these tables
Target sequence (Q99714 whole entry, looked up, one chain of several): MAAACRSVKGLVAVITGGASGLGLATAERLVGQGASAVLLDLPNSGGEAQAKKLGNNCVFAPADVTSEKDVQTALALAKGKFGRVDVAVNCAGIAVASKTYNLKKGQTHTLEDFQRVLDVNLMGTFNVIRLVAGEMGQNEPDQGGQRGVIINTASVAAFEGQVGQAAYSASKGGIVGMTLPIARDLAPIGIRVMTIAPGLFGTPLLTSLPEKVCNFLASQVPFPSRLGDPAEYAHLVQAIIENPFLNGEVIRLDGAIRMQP
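20 nM HADH2 + cpd, 15 min RT; add 1 mM NAD+/90 uM beta-hydroxybutyryl-CoA; kinetic fluorescence 360/450 nm, 4 min. Tris-HCl pH 9.0, 0.01% Tween-20.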
Pol III holo inh: blocks replication by bacterial DNA polymerase III holoenzyme. Potency, µM (highest dose often 57.1 µM), without a hit: at the highest dose activity change, negative = inhibition. 71,000 tested, 0.25% active. AID 603. reconstituted DNA polymerase III holoenzyme replication, biochemical; further: potency means the concentration at half of the fitted maximal effect; on the % scale 0 is the no-effect control and ±100 the full control effect
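Reconstituted *E. coli* holoenzyme (0.35 nM Pol III, 1 nM beta, 154 nM SSB, 2 nM primase) was preincubated with compound for 15 min at RT. Synthesis on 1.4 nM ssM13Gori ran 35 min, then was stopped with PicoGreen/EDTA and read as dsDNA fluorescence.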
ALOX15 inhib: blocks human 15-lipoxygenase activity | P16050 | purified 15hLO-1, xylenol orange hydroperoxide absorbance | Potency, µM (doses to about 57.1 µM), for the others: at the highest dose activity change, negative = inhibition, hits mostly inhibitors | 74,000 tested, 1.4% active; further: potency means the concentration at half of the fitted maximal effect; on the % scale 0 is the no-effect control and ±100 the full control effect; nearly all actives have a fitted effect of over 55% in size
Target sequence (P16050 whole entry, looked up): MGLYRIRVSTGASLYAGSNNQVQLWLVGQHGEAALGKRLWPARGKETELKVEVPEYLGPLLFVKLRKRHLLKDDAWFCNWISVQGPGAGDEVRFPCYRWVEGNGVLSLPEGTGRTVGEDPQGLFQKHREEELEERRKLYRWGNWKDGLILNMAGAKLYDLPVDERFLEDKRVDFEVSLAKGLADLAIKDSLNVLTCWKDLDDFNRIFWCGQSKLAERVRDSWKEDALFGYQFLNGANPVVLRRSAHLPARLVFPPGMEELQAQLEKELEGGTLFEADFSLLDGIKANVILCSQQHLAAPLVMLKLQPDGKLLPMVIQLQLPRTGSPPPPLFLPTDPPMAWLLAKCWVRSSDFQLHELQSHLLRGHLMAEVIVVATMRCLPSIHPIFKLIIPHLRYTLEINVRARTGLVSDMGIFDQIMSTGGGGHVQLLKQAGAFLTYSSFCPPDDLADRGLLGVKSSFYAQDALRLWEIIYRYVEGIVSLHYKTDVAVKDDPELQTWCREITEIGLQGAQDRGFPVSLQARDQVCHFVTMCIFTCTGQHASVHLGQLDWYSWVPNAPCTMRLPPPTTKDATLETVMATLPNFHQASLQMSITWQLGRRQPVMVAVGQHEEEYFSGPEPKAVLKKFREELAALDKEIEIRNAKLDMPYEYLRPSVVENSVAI
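Readout: Fe(III)-xylenol orange absorbance, 573-to-405 nm ratio as reaction progress. Enzyme 40 nM purified human 15hLO-1, substrate 50 uM arachidonic acid, 6 min RT after 15 min compound preincubation; Hepes pH 7.5 buffer with Triton X-100.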
The depositor's hits bear a star; i = inactive; ? = inconclusive; . = not tested or not shown; [ ] = dose if it differs, or a comment. Unless noted, the call rests on the fitted dose curve; in most records, active means well fitted curve in the direction sought with a large enough effect; inconclusive means small, poorly fitted or top-dose-only effect, or another doubt; inactive means no such curve, though single readings can be large; an effect the other way counts as inactive or inconclusive. Some of the compounds tested; the hit share may differ from the screen's.

SMILES	Epigenetic mod	UbGFP stabilizer	4-MU autofl	HBB splice mod	Hsp90 Hop PPI	Fluorescein fluor	Rhodamine autofl	TexasRed autofl	HADH2 inh	Pol III holo inh	ALOX15 inhib
O=S(=O)(c1cccc(Cl)c1Cl)N1CCCCC1	0%	5%	i	8.2%	9%	i	i	i	-1%	6%	-13%
COc1ccc(C(=O)Cn2c(=O)c(CCC(=O)O)nn3c4ccccc4nc23)cc1OC	0%	7%	?	0.1%	5%	i	i	i	-6%	-6%	2%
CC1=C(C(=O)OC(C)C)C(c2ccccc2Cl)CC(=O)N1 (stereo unspecified)	0%	5%	i	-0.8%	-3%	i	i	i	1%	-5%	?
C=CCOc1ccc(CN(C)CC(=O)N(CC(C)C)c2c(N)n(CC(C)C)c(=O)[nH]c2=O)cc1	1%	-5%	?	-3.3%	0%	?	i	?	-2%	-7%	5%
COc1ncc2nc(C)c(=O)n(C3CC3)c2n1	3%[9.22 µM]	-6%	i	1.9%	-7%	?	i	i	-5%	-11%	1%
O=c1ccnc(S/C=C/c2ccccc2)[nH]1	5%	-16%	i	-1.0%	9%	i	i	i	-11%	1%	6%
O=C(CC1(C(F)(F)F)OCCO1)Nc1ccc2c(c1)OCO2	0%	3%	i	-1.9%	1%	?	i	i	-15%	1%	3%
O=C(Nc1cccc2c1C(=O)NC2=O)c1ccc(S(=O)(=O)N2CCCC2)cc1	1%	4%	5.6e-08M*	-0.2%	-2%	?	i	i	-19%	2%	-8%
Cn1c(=O)[nH]c(=O)c2c1ncn2CCN1CCOCC1	11%	3%	i	5.2%	-3%	?	i	i	8%	-1%	10%
COc1ccccc1N1CCN(CCCC(=O)c2ccc(F)cc2)CC1	-4%	7%	.	-2.9%	-2%	.	.	.	4%	-4%	4%
c1ccc(CCc2ccccc2-c2nc(-c3ccccn3)no2)cc1	6%	-3%	i	-3.1%	?	i	i	?	-4%	2%	?
COC(=O)COc1cc(C)cc2oc(=O)c(CC(=O)OC)c(C)c12	0%	7%	2.1e-08M*	0.5%	2%	i	i	?	?	-6%	2%
O=C(OCCn1cncn1)c1cc2ccccc2oc1=O	-1%	-7%	3.2e-08M*	7.2%	-14%	?	i	i	?	3%	3%
O=C(Nc1c2c(nn1-c1ccc(F)cc1)CS(=O)(=O)C2)C12CC3CC(CC(C3)C1)C2	5%	-5%	i	2.7%[0.369 µM]	2%	i	i	i	11%	0%	-6%
Cc1cc(=O)[nH]c(Cc2ccc(OC(C)C)cc2)n1	0%	7%	.	-0.5%[9.22 µM]	?	.	.	.	20%	-7%	-3%
CCCN1CCCc2cc(CN)ccc21	0%	4%	4.5e-08M*	2.5%	-28%	3.3e-08M*	i	i	8%	-10%	-14%
COc1nc(OCCNC(=O)Nc2ccccc2)nc(N(C)C)n1	2%	-3%	i	2.7%[1.84 µM]	-2%	?	i	i	7%	-7%	2%
O=C(CN1C(=O)COc2ccccc21)NCCCN1CCN(Cc2ccccc2)CC1	1%	-6%	i	-3.9%	-8%	i	i	i	-2%	-1%	11%
CCOC(=O)N1CCC(NC(=O)C2CCCN(C(=O)c3cc4sccc4n3C)C2)CC1 (stereo unspecified)	-2%	-6%	.	-1.0%	0%	.	.	.	-5%	2%	0%
OC1CCCN(Cc2cccc3ccccc23)C1 (stereo unspecified)	-2%	13%[9.17 µM]	.	0.1%[0.0738 µM]	-4%[11 µM]	.	.	.	-2%[11.4 µM]	-3%[11.4 µM]	6%[11.4 µM]
COc1ccc(NC(=O)CSc2nnc(-c3ccncc3)n2CC2CCCO2)c(OC)c1 (stereo unspecified)	-2%	-1%	i	.	-1%	i	i	?	5%	6%	12%
C=CCOC(=O)C1=C(C)NC(SCC(=O)Nc2ccc(C)c(Cl)c2)=C(C#N)C1c1ccco1 (stereo unspecified)	0%[20.6 µM]	.	2.5e-07M*	.	.	i	i	i	.	.	.
COc1ccccc1CN(Cc1cc2cc(C)ccc2[nH]c1=O)Cc1nnnn1Cc1ccco1	?	5%	?	-0.8%	-28%	?	i	i	?	-8%	7.9µM*
CC(C)(C)c1ccc(C(=O)C=[N+]=[N-])cc1	-3%[20.6 µM]	.	i	.	.	?	i	i	.	.	.
CC(=O)NCc1nc2ccccc2n1C(C)C	.	-10%	.	0.9%	0%	.	.	.	-2%	3%	0%
CCOC(=O)N1CCC(NS(=O)(=O)c2ccc3c(c2)oc(=O)n3C)CC1	9%	-1%	i	-0.6%[57.5 µM]	1%	?	i	?	10%	-1%	15%
CC(C)CNS(=O)(=O)c1ccc(CCC(=O)N2CCN(Cc3ccc4c(c3)OCO4)CC2)cc1	0%	1%	i	-1.1%	-6%	i	i	?	-6%	-3%	-1%
CCCNc1nc2c(c(=O)n(C)c(=O)n2C)n1CCc1ccccc1	-2%	.	i	0.5%[0.369 µM]	-4%	?	i	i	-5%	-1%	-3%
CCCC(c1nnnn1Cc1ccco1)N1CCN(c2cc(Cl)ccc2C)CC1 (stereo unspecified)	0%	-3%	i	-2.5%	?	i	i	i	5%	-3%	?
O=C(COc1ccc(CO)cc1)Nc1ccc(F)cc1	2%	7%	i	-0.3%	-8%	i	i	i	12%	-2%	-6%
CCOc1ccc(C(C)=O)cc1CSc1nnc(-c2cccs2)n1CC1CCCO1 (stereo unspecified)	0%	4%	i	-0.2%[57.5 µM]	-4%	i	i	i	11%	-5%	-1%
Cc1ccc(-c2c3c(=O)n(C)c(=O)n(C)c3c3c(C)cc(C)nn23)cc1	16%	55%	i	0.7%	0%	1.3e-08M*	i	?	2%	-9%	8%
CSc1nc2c(c(=O)n1-c1ccc(C)cc1)SCC2	1%	14%	i	3.8%	3%	i	i	i	4%	0%	-5%
O=C(CSc1nnc2ccccn12)NC(=O)NC1CCCCC1	3%	0%	i	-0.1%[57.5 µM]	0%	?	i	i	4%	-3%	4%
O=C(Nc1cccnc1)Nc1ccc2c(c1)OCO2	-5%	0%	i	-0.3%	0%	?	i	i	7%	-1%	0%
CCN1CCCC1CNC(=O)CS(=O)(=O)Cc1nc(-c2ccccc2C)oc1C (stereo unspecified)	0%	3%	.	-0.9%	-8%	.	.	.	4%	-3%	-2%
COC(=O)C1CCCN1S(=O)(=O)c1ccc2ccccc2c1 (stereo unspecified)	0%	3%	i	.	4%	i	i	i	-6%	-2%	-1%
CN=C(N)/N=C(\N)Nc1cc2ccccc2c2ccccc12	9%[9.22 µM]	-4%[9.17 µM]	i	0.8%[9.22 µM]	-7%[11 µM]	i	i	?	3%[11.4 µM]	-14%[11.4 µM]	6%[11.4 µM]
Cc1nnc(NC(=O)CCC(=O)N2CCC(C)CC2)s1	14%	-1%	?	0.3%	-6%	i	i	i	12%	1%	2%
Cc1ccc(S(=O)(=O)Nc2ccc3c(c2)ncn3C(C)(C)C)cc1	-2%	16%	.	-0.6%[9.22 µM]	-3%	.	.	.	5%	8%	6%
Cc1cc(C)cc(N(CC(=O)NC2CCCCC2)C(=O)CCC(=O)Nc2cc(C)ccn2)c1	2%	0%	i	2.4%	-2%	i	i	?	18%	-6%	-2%
CC(C)OCCCN1C(=O)c2ccccc2C1C(=O)NC1CCCCC1 (stereo unspecified)	-2%	-3%	i	1.2%[57.5 µM]	-2%	i	i	i	10%	0%	8%
COc1cccc(NC(=O)N(CCCN2CCOCC2)C(C)c2cc3cccc(OC)c3o2)c1 (stereo unspecified)	3%	2%	i	-1.3%	-1%	i	i	i	6%	-6%	-7%
CCCOc1ccc(OC(=O)c2ccc(Br)o2)cc1	0%	-6%	i	-4.9%	27%	?	i	i	-6%	-2%	-11%
N#C/C(=C\c1ccc[nH]1)Sc1nc2ccccc2s1	0%	0%	i	-1.4%	-27%	?	i	i	-19%	-1%	16µM*
Cc1cnc(NC(=O)CSc2nnc(CNc3ccc(F)cc3)n2CC2CCCO2)s1 (stereo unspecified)	-5%	-1%	i	-0.2%[57.5 µM]	-2%	i	i	i	4%	3%	2%
Cc1ccc(Cn2c(-c3nonc3N)nc3ccccc32)cc1	-1%	-2%	i	.	3%	i	i	i	4%	-5%	-11%
